EPAC2 agonist – qHTS for Agonist of cAMP-regulated guanine nucleotide exchange factor 4 (EPAC2): primary screen; EPAC2 activation, biochemical qHTS; response scale: 100% = 6.5 mM cAMP response; Rap guanine nucleotide exchange factor 4 (Homo sapiens), Q8WZA2; Potency, µM (doses to about 154 µM), for the others: at the top dose activation, hits mostly activators; hit rate 0.079% among 360,000; note: potency is the fitted concentration of half-maximal effect; nearly all actives have a fitted effect of over 50% in size
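Setup: EPAC2 100 nM, labeled Rap1B complex 250 nM, free GDP 50 uM. Compound titrations pinned in, brief spin, 5 min room temperature incubation. Kinetic fluorescence read over 30 min, normalized to 6.5 mM cAMP.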
EPAC2 antag – qHTS for Antagonist of cAMP-regulated guanine nucleotide exchange factor 2 (EPAC2): primary screen. hit rate 0.18% among 360,000. AID 720708, 2013. Rap guanine nucleotide exchange factor 4 (Homo sapiens), Q8WZA2. Potency, µM (titrated, usually from 114 µM), without a hit: top-dose activity, negative = inhibition, most hits filed as inhibitors. EPAC2 GEF exchange of Rap1B-BODIPY-GDP, fluorescence; note: potency is the fitted concentration of half-maximal effect; % is set by controls: 0 for no effect and ±100 for the full control effect; nearly all actives have a fitted effect of over 45% in size; many of its hits are not listed in these tables
PTHR1 agonist – qHTS for PTHR1 Agonists: Primary Screen | Parathyroid hormone/parathyroid hormone-related peptide receptor (Homo sapiens), Q03431 | HEK293 GP2 PTHR1 cells, GloSensor cAMP luminescence, 1 h | Potency, µM (top dose mostly 115 µM), without a hit: at the top dose activation, hits mostly activators | hit rate 0.075% among 410,000; note: potency is the fitted concentration of half-maximal effect; nearly all actives have a fitted effect of over 55% in size; some results filed as inactive show a strong effect at the top dose; inactives centre near -15; many of its hits are not listed in these tables
Target sequence (Q03431 whole entry, looked up): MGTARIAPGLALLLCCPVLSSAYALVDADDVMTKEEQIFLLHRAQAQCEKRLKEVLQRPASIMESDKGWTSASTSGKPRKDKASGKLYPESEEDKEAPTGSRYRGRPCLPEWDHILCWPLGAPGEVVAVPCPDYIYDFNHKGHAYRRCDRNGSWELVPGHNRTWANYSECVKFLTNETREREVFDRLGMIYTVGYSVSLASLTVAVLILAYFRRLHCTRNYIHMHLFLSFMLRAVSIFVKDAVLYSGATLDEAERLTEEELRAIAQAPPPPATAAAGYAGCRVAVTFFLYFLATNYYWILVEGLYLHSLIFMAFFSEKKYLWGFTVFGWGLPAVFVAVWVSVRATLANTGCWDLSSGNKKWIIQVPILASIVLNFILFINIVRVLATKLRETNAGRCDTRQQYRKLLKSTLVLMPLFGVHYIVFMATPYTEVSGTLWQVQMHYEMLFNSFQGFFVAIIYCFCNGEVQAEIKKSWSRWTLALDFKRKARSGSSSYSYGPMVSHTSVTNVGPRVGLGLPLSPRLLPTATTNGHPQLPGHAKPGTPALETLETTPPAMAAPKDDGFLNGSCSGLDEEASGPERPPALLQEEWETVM
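HEK-293-derived GP2 cells expressing PTHR1 and a GloSensor cAMP reporter, 3,000/well, plated overnight, given luciferin plus IBMX (each 0.5 mM as added) for 1 h at 37 °C, then compound for 1 h at 37 °C. Luminescence was read after 15 min at room temperature.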
MmCpn inh – Inhibitors of TCP-1 ring complex (TRiC) of Methanococcus maripaludis (MmCpn): qHTS | AID 504842, 2011 | hit rate 0.031% among 330,000 | purified Mm-Cpn ATPase, ADP Transcreener TR-FRET | Chaperonin Mm-Cpn (Methanococcus maripaludis) | Potency, µM (highest dose often 76.9 µM), without a hit: top-dose activity, negative = inhibition, actives largely listed as inhibitors; note: potency is the fitted concentration of half-maximal effect; % is set by controls: 0 for no effect and ±100 for the full control effect; nearly all actives have a fitted effect of over 80% in size
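Purified archaeal chaperonin (25 nM final) was preincubated with compound for 10 min at 37°C, then ATP (10 uM final) was added for 30 min at 37°C in Tris pH 7.4/KCl/MgCl2/DTT buffer. ADP was quantified by HTRF Transcreener TR-FRET.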
D3 ag – qHTS of D3 Dopamine Receptor Agonist: qHTS | max activation, % | hit rate 0.58% among 410,000 | D3R DiscoveRx beta-arrestin cells, luminescence, 90 min | AID 652048, 2013; in the data active = max activation above about 30%; note: 0% is about no effect; mostly tested at two doses, the higher about 12 µM
Target sequence (P35462 whole entry, looked up): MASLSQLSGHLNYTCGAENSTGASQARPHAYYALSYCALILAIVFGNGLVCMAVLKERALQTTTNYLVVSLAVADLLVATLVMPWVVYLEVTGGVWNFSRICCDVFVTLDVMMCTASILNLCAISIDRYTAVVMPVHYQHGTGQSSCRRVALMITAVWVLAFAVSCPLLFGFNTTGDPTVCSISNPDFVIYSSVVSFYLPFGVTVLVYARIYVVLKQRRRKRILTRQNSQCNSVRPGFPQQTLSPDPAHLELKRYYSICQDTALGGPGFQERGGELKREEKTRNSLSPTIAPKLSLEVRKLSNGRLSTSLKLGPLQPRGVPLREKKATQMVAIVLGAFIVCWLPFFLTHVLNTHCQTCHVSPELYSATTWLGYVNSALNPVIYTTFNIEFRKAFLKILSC
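Agonist mode: compounds and dopamine controls were applied to plated cells for 90 min at 37 degrees C after an overnight attachment at 1500 cells/well. Luminescent read-out followed 30 - 60 minutes at room temperature with DiscoveRx detection reagent.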
D3 antag – qHTS of D3 Dopamine Receptor Antagonist: qHTS | D(3) dopamine receptor (Homo sapiens), P35462 | D3R cells, DiscoveRx beta-arrestin luminescence, antagonist mode; stronger effect = lower value | max response, negative = inhibition, % | hit rate 2.5% among 360,000; in the data active = max response below about -50%; inconclusive = no clear call, values can overlap the other calls; note: % is set by controls: 0 for no effect and ±100 for the full control effect; mostly tested at two doses, the higher about 12 µM
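Cells plated overnight at 1500 cells/well, then exposed to library compounds with dopamine controls for 90 minutes at 37 degrees C. DiscoveRx reagent added for 30–60 minutes at room temperature; luminescence read, quantitative HTS format.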
Akt phos inh – HTS Assay for Inhibitors of Akt Phophorylation: Primary Screen; Neuro2A IGF-stimulated pAkt S473 HTRF, 20 min; stronger effect = lower value; activity change, % for hits at 50 µM; hit rate 0.32% among 360,000; in the data active = activity change below about -80%; inconclusive = mostly about -51% to -80%; note: % is set by controls: 0 for no effect and ±100 for the full control effect
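Single-point screen (50 µM final compound) in Neuro2A cells stimulated 20 min with 6 nM IGF at 37 deg C. After lysis, Ser473-phosphorylated Akt read by HTRF (ex 330 nm, em 615/665 nm) as the 665/615 ratio.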
CCT modulator – High-Throughput Screening for Modulators of Cytosolic Chaperonin Activity | hit rate 0.3% among 360,000 | purified chaperonin ATPase assay, HTRF ADP detection, 30 min | activity change, % (concentration not given with the values), hits read low; in the data active = activity change below about -30%; note: % is set by controls: 0 for no effect and ±100 for the full control effect
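First, chaperonin was dispensed at 40 nM or 20 nM final depending on batch activity. Next, compounds were pinned at 76 uM and ATP added at 10 uM. After 30 min at 37 °C, ADP detection reagents ran 30 min at ambient temperature.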
The depositor's hits bear a star; i = inactive; ? = inconclusive; . = no result given; [ ] = another dose, or the depositor's remark. Unless noted, calls come from the whole dose curve; as a rule, active = well fitted curve in the direction sought with a large enough effect; inconclusive = small, poorly fitted or top-dose-only effect, or another doubt; inactive = no such curve, though single readings can be large; an effect the other way counts as inactive or inconclusive. Some of the compounds tested; the hit share may differ from the screen's.

Every second line gives: EPAC2 agonist	EPAC2 antag	PTHR1 agonist	MmCpn inh	D3 ag	D3 antag	Akt phos inh	CCT modulator
> Cc1ccc(-c2cc(C(=O)N3CCN(c4ncccn4)CC3)c3cc(Br)ccc3n2)o1
  5%	4%	0%	-29%	4	0	i	-2.3
> Cc1cccc(N/C(N)=N/c2nc(CSc3ccc(Cl)cc3)cc(=O)[nH]2)c1
  -1%	?	?	-1%	4	0	i	3.7
> COc1ccccc1C(=O)NCC(=O)NNC(=O)C1COc2ccccc2O1 (stereo not drawn)
  2%	0%	-10%	2%	2	-17	i	-4.7
> NC(=O)c1cccnc1Oc1ccc(Cl)cc1
  10%	-1%	27%	-2%	-8	0	i	-0.9
> Cc1csc(SCC(=O)Nc2cc([N+](=O)[O-])ccc2F)n1
  13%	-8%	i	0%	-1	9	i	-2.1
> O=C(c1ccncc1)c1ccc(NS(=O)(=O)c2ccc(Br)s2)cc1
  -8%	1%	-32%[inhibitor][57.5 µM]	-3%	2	-22	i	0.8
> O=c1oc(/C=C/c2ccccc2)nc2ccccc12
  22%	1%	-51%[inhibitor]	2%	-9	-11	i	1.1
> Cc1ccc(C(=O)N2CCC(n3nccc3NC(=O)C3CCOC3)CC2)cc1 (stereo not drawn)
  10%	4%	i	-1%	2	7	i	-17
> CCOC(=O)[C@]12CCC=C1N(Cc1ccccc1)C(=O)[C@H](CC(=O)NCC1CCCCC1)C2
  11%	-1%	-44%	.	1	-3	i	2.3
> O=C(Nc1ccccc1Cl)/C(Cl)=C(\Cl)S(=O)c1ccccc1 (stereo not drawn)
  3%	-13%	-27%	-25%	-36	-95*	i	-0.5
> O=C(Cc1ccccc1)NCC(=O)OCc1ccccc1F
  1%	-8%	i	1%	7	11	i	-3.4
> Cc1ccc(NC2=NCC(=O)N2c2ccc3c(c2)OCCO3)c(C)c1
  -3%	-5%	i	0%	-7	0	i	-1.4
> COc1cc(SC)ccc1C(=O)Nc1ccccc1C#N
  10%	4%	-11%	2%	11	20	i	0.1
> O=C(Cc1ccccn1)c1ccc(F)cc1
  6%	11%	i	0%	1	?	i	-5.8
> COC(=O)c1ccc(N2CCOCC2)c(NC(=O)Nc2cccc(OC)c2)c1
  6%	-5%	6%	2%	-5	5	i	-1.5
> CCCCOc1ccccc1NC(=O)CC1SC(=NCC)N(CC)C1=O (stereo not drawn)
  -1%	-2%	-10%[57.5 µM]	1%	5	57	i	-1.3
> O=C(COC(=O)C1(c2ccc(F)cc2)CCCC1)N1CCNC1=O
  2%	-21%	-5%	-1%	0	19	i	1.4
> COC(=O)CSc1nc(NC(C)(C)C)nc(N(C)C)n1
  4%	-29%	i	0%	-9	-22	i	-7.8
> O=C(CN1C(=O)CCS(=O)(=O)c2ccccc21)Nc1ccccc1F
  4%	-5%	i	0%	2	-1	i	-0.1
> CC12CC(NC(=O)N1CCc1ccccc1)c1cc(Cl)ccc1O2 (stereo not drawn)
  -18%	6%	-25%	0%	3	8	i	2.1

Reprinted at random: 5 records from the list
Every second line gives: EPAC2 agonist	EPAC2 antag	PTHR1 agonist	MmCpn inh	D3 ag	D3 antag	Akt phos inh	CCT modulator
> COC(=O)c1ccc(N2CCOCC2)c(NC(=O)Nc2cccc(OC)c2)c1
  6%	-5%	6%	2%	-5	5	i	-1.5
> O=C(Cc1ccccn1)c1ccc(F)cc1
  6%	11%	i	0%	1	?	i	-5.8
> COc1cc(SC)ccc1C(=O)Nc1ccccc1C#N
  10%	4%	-11%	2%	11	20	i	0.1
> O=C(COC(=O)C1(c2ccc(F)cc2)CCCC1)N1CCNC1=O
  2%	-21%	-5%	-1%	0	19	i	1.4
> O=c1oc(/C=C/c2ccccc2)nc2ccccc12
  22%	1%	-51%[inhibitor]	2%	-9	-11	i	1.1

Going on with the list:
Every second line gives: EPAC2 agonist	EPAC2 antag	PTHR1 agonist	MmCpn inh	D3 ag	D3 antag	Akt phos inh	CCT modulator
> Cc1cc(/C=C2\SC(=S)N(Cc3ccco3)C2=O)c(C)n1-c1cccnc1
  100µM*	51%[activator]	10%	0%	-5	-13	i	-2.5
> Cc1ccc(S(=O)(=O)NC(C(=O)OCC(=O)NC(=O)c2cccn2C)C(C)C)cc1 (stereo not drawn)
  5%	-7%	i	-1%	-1	43	i	0.1
> Nc1nc(-c2ccc(Oc3ccccc3)cc2)c(CC(=O)O)s1
  5%	6%	-19%	-5%	18	-1	i	0.3
> COC(=O)N/N=C\c1ccccc1OC/C=C/c1ccccc1
  6%	-10%	i	0%	-26	-10	i	-5.1
> Cc1cc(=O)[nH]c(SCC(=O)O)c1C#N
  -2%	-6%[57.1 µM]	i	0%	3	8	i	-0.3
> c1ccc(CSc2nnc(-c3ccco3)o2)cc1
  8%	-3%	i	2%	19	2	i	-1.6
> C=CCSc1nnc(-c2ccccc2NC(=O)CC)c(=O)[nH]1
  -8%	7%	i	1%	0	-14	i	-0.1
> CCCCNC(=O)c1ccc(NC(=O)CC2SC(N3CCCC3)=NC2=O)cc1 (stereo not drawn)
  10%	5%	-19%	0%	1	1	i	3.5
> Cc1cc(N2CCCC2=O)cc(C)c1S(N)(=O)=O
  4%	7%	i	0%	-1	-19	.	1.8
> O=C(OC1CO[C@H]2O[C@@H]1[C@H](OC(=O)c1ccccc1)[C@H]2OC(=O)c1ccccc1)c1ccccc1 (stereo partly drawn)
  13%	3%	-12%	.	0	-29	i	-1.4
> COc1cc(NC(=O)CN2c3ccccc3CC2C)cc(OC)c1OC (stereo not drawn)
  -6%	2%	-11%	1%	-2	24	i	1.2
> O=Cc1cnc(N2CCN(c3ccccc3)CC2)s1
  -1%	1%	i	2%	-4	-13	i	-2.4
> C=CCn1c2ccccc2c2nnc(SCC(=O)O)nc21
  6%	-3%	i	0%	1	6	i	-43*
> CCOC(=O)C1(C)CCN1C(=O)c1ccc(OC)c(F)c1 (stereo not drawn)
  8%	1%	0%	.	3	21	i	0.4
> O=C(COC(=O)/C=C/c1ccccc1[N+](=O)[O-])Nc1ccc(OC(F)F)cc1
  3%	6%	i	1%	1	0	i	1.7
> Cc1ccc(NC(=O)CCS(=O)(=O)c2ccc(Br)cc2)nc1
  -8%	-7%	i	1%	-3	20	i	0.0
> CC1CC(C)CN(C(=O)Cc2c(C(=O)O)[nH]c3ccc(Cl)cc23)C1 (stereo not drawn)
  1%	-9%	i	-1%	-5	-8	i	-2.4
> N#CCSc1nnc(CNc2ccc(F)cc2)o1
  -2%	3%	-3%[57.5 µM]	-2%	0	21	i	-0.3
> O=C(c1n[nH]c(=O)c2ccccc12)N1CCN(c2ccccc2Cl)CC1
  -1%	-1%	-2%[57.5 µM]	-3%	3	-2	i	-3.6
> Cc1ccc(C)c(N(C(=O)CNC(=O)c2ccco2)C(C(=O)NC2CCCC2)c2ccncc2)c1 (stereo not drawn)
  3%	3%	-33%[inhibitor]	-1%	1	8	i	1.1
> CCOC(=O)c1c(NC(=O)COC(=O)CCCOc2ccc(OC)cc2)sc(C(=O)NC)c1C
  6%	6%	i	-18%	-5	-2	i	-2.5
> Cc1ccc(C(=O)NCCc2nnc3ccc(SCC(=O)Nc4ccccc4F)nn23)cc1
  1%	-8%	10%	0%	0	-13	i	-1.2
> CCOC(=O)C1CCCN(C(=O)C2CCN(S(=O)(=O)c3ccc(Cl)c(C(F)(F)F)c3)CC2)C1 (stereo not drawn)
  -8%	-9%	-27%	.	3	-14	i	-0.4
> CNC(=O)C(=O)Nc1ccc(C)cc1C
  8%	0%	-1%	0%	-6	2	i	2.0
> CCCCNC(=S)N(C)/N=C/c1ccccc1C(=O)O
  3%	10%	-4%	-3%	-5	-30	i	-1.6
> Cc1cc(NNC(=O)c2cccc(C(F)(F)F)c2)nc2c1c(C)nn2C
  3%	-1%	-20%	-2%	-5	2	i	-2.2
> O=C(COc1ccc2c(c1)OCO2)Nc1nccs1
  11%	2%	-30%	1%	-5	-8	i	0.7
> Cn1nc(CC(=O)Nc2cccc3ncccc23)c2ccccc2c1=O
  -5%	7%	-14%[57.5 µM]	-6%	2	7	i	0.6
> O=S(=O)(c1cccc(C(F)(F)F)c1)N1CCC(c2cc(-c3cccc4ccccc34)n[nH]2)CC1
  -1%	-13%	-7%	-5%	-11	3	i	-0.4
> O=C(NCCCN1CCCC1=O)c1cccc(S(=O)(=O)Nc2ccccc2Cl)c1
  1%	3%	i	-18%	2	5	i	-4.9
> Cc1ccc(-n2nnnc2SCc2nnc(-c3ccccc3Br)o2)c(C)c1
  14%	-8%	-31%[inhibitor]	1%	-1	-13	i	-9.2

Limited to PTHR1 agonist, EPAC2 agonist and MmCpn inh, for some of the entries so far:
mol | PTHR1 agonist | EPAC2 agonist | MmCpn inh
Cc1ccc(C(=O)NCCc2nnc3ccc(SCC(=O)Nc4ccccc4F)nn23)cc1 | 10% | 1% | 0%
CCOC(=O)c1c(NC(=O)COC(=O)CCCOc2ccc(OC)cc2)sc(C(=O)NC)c1C | i | 6% | -18%
